# CCHFV vOTU inh: CCHFV vOTU protease inhibitors, primary screen, biochemical, Pep-AMC substrate, fluorescence; Crimean-Congo hemorrhagic fever virus L polyprotein viral ovarian tumor (vOTU) protease …; inhibition, % at 11.5 µM; 0.55% of 370,000 active; AID 651958, 2012; further: 0% = vehicle wells with enzyme and 100% = no enzyme wells
# PrPC TRFRET: inhibitors of human cell surface prion protein PrPC, primary screen, cell-based, TR-FRET. Major prion protein (Homo sapiens), P04156. TR-FRET read-out. inhibition, % at 13.8 µM. 0.43% of 370,000 active; in the data active means inhibition above about 24%; further: 0% = median of the test wells and 100% = reference compound wells
# Mtb UGM inh: M. tuberculosis UGM enzyme inhibitors, primary screen, biochemical, fluorescence polarization, single point. 0.06% of 320,000 active. AID 504406, 2011. purified UGM, fluorescence polarization probe displacement. inhibition, % at 10 µM; in the data active means inhibition above about 10%, passing the limit was not always enough; inconclusive means no clear call, values can overlap the other calls
# Target sequence (P9WIQ1 whole entry, looked up): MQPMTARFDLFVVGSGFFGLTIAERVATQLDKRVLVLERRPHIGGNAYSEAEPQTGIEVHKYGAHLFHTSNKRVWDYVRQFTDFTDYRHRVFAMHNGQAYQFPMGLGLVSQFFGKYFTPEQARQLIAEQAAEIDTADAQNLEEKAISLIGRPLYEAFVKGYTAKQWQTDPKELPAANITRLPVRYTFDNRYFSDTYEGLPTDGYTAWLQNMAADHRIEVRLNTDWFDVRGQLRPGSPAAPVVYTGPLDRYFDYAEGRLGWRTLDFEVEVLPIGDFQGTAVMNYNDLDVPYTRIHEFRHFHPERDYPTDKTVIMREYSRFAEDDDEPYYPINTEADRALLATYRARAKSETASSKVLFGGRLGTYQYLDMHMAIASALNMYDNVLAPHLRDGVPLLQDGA
# BoNT A protease: BoNT/A light chain protease inhibitors, primary screen, biochemical, flow cytometry, MLPCN library | 0.17% of 360,000 active | multiplex microsphere protease substrate cleavage | Botulinum neurotoxin type A light chain protease (Clostridium botulinum A str. ATCC 3502) | AID 588499, 2011 | inhibition, % at 10 µM; in the data active means inhibition above about 30%; inconclusive means no clear call, values can overlap the other calls; further: plate controls were buffer without enzyme for full effect and enzyme alone for no effect
# GDH-TPI inh: GDH-TPI coupling enzyme inhibitors, primary screen, artefact control for M. tuberculosis FBA inhibitor project, biochemical, absorbance, full deck. inhibition, % at 4.8 µM. 1.2% of 360,000 active. AID 588335, 2011. GDH-TPI coupled enzyme counterscreen, NADH absorbance;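 further: 0% = DMSO wells and 100% = wells lacking the enzyme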
# BioA inh: M. tuberculosis BioA enzyme inhibitors, primary screen, biochemical, plate reader, single point, HTS; inhibition, % at 9.99 µM; purified M. tuberculosis BioA enzyme; AID 602481, 2012; 0.096% of 360,000 active; 7,8-diaminopelargonic acid synthase BioA (Mycobacterium tuberculosis); in the data active means inhibition above about 40%; inconclusive means no clear call, values can overlap the other calls
# Mtb FBA inh: Mtb FBA enzyme inhibitors, primary screen, biochemical, fluorescence, strain H37Rv; inhibition, % at 1 µM; AID 588726, 2011; Fructose-bisphosphate aldolase (Mycobacterium tuberculosis (strain ATCC 25618 / H37Rv)), …; 2.3% of 360,000 active; purified M. tuberculosis FBA, fluorescence read-out; in the data active means inhibition above about 27%;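 further: 0% = vehicle and 100% = reference inhibitor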
# Target sequence (P9WQA3 whole entry, looked up): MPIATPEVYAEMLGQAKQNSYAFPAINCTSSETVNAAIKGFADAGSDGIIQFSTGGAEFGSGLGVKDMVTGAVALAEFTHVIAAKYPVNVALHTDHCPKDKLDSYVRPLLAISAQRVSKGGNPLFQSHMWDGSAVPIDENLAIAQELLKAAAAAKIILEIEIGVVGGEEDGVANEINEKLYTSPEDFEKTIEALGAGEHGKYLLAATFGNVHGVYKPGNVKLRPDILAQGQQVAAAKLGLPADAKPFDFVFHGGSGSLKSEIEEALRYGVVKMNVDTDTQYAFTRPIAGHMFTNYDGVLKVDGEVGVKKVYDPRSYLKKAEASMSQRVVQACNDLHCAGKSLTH
# FadD28 FP inh: inhibitors of FadD28 bisubstrate probe binding, primary screen, biochemical, fluorescence polarization, single point; inhibition, % at 12.5 µM; 0.22% of 360,000 active; in the data active means inhibition above about 8.5%, passing the limit was not always enough; inconclusive means no clear call, values can overlap the other calls
# BoNT-F LC inh: BoNT/F light chain protease inhibitors, primary screen, biochemical, flow cytometry, MLPCN library. Botulinum neurotoxin type F light chain protease (Clostridium botulinum). Multiplex microsphere protease cleavage assay. inhibition, % at 10 µM. 0.22% of 360,000 active; in the data active means inhibition above about 35%, passing the limit was not always enough; inconclusive means no clear call, values can overlap the other calls; further: plate controls were buffer without enzyme for full effect and enzyme alone for no effect
# * hit, by the source's call; ? = inconclusive; · = not tested or not shown; & = joins results of further samples. Unless noted, no stated cut-off is given here; in the data, active means inhibition above about 30%; inactive means the rest. Random draw from the library; 4.8% or so of the library scored in one or more.
SMILES,CCHFV vOTU inh,PrPC TRFRET,Mtb UGM inh,BoNT A protease,GDH-TPI inh,BioA inh,Mtb FBA inh,FadD28 FP inh,BoNT-F LC inh
CCOC(=O)C1(Cc2cccc(OC)c2)CCCN(Cc2cc(OC)c(O)c(OC)c2)C1 (configuration not stated),-11,3,0.7,-0.9,0,0.0,0,-2.5,1
Cc1cc(-c2ccccc2N)n[nH]1,-6,6,1.9,0.2,-3,-1.8,17,-0.8,3
CCCOc1ccc(C(=O)CCC(=O)NNC(=O)c2cccs2)cc1,4,13,-1.2,0.2,20,-4.2,3,0.0,4
CC(C)(C)OC(=O)NCc1ccc(NC(=O)c2nc[nH]c2C(=O)NCCCCCCNC(=O)c2[nH]cnc2C(=O)Nc2ccc(CNC(=O)OC(C)(C)C)cc2)cc1,11,5,0.8,-0.3,-8,-1.4,0,-5.7,-1
Cc1cc(C)c2sc(NC(=O)CN3C(=O)CCC3=O)nc2c1,9,-5,-0.4,-0.1,-8,·,-5,-1.5,-3
Nc1n[nH]c2cc(=O)n(-c3ccc(Cl)cc3)nc12,4,-31,1.0,0.5,1,·,3,-1.9,-6
O=C(NNc1ccc(C(F)(F)F)cc1[N+](=O)[O-])c1ccc(NS(=O)(=O)c2ccc(F)cc2)cc1,26,-16,3.5,0.4,0,·,-4,-3.3,-2
Cc1ccc(S(=O)(=O)N2C[C@H]3[C@H]4C(=O)N(c5ccccc5)C(=O)[C@H]4C[C@H](OC(=O)NC4CC4)[C@@]3(O)C2)cc1,1,-3,·,0.3,9,-3.5,2,0.5,-1
CCc1cc(=O)oc2cc3occ(C)c3cc12,-27,0,2.8,0.8,14,0.4,11,2.7,7
O=C(Nc1ccc(NC(=O)c2ccco2)nc1)c1ccccn1,6,-8,0.2,·,12,-0.8,-9,-1.1,·
Cc1cc(C)c(C)c(S(=O)(=O)N2CCC(C(=O)NCc3cccs3)CC2)c1C,25,2,·,0.3,-3,0.4,3,-2.0,3
C=CCSc1nc(-c2ccc3c(c2)OCO3)cc(C(F)(F)F)c1C#N,7,3,1.4,31*,3,0.1,2,-1.3,17
COCCCN(C(=S)NC(=O)c1ccc(Br)cc1)c1c(N)n(Cc2ccccc2)c(=O)[nH]c1=O,-3,5,0.9,-1.3,-6,·,0,0.8,-4
CC(C)CCNC(=O)CCCC1=NS(=O)(=O)c2ccccc2N1,-7,3,4.6,1.3,8,·,5,-0.3,7
Cc1ccc(NC(=O)CC(C)S(=O)(=O)c2ccc3c(c2)NC(=O)CO3)c(Cl)c1 (configuration not stated),-13,14,-3.1,0.5,0,2.0,71*,-2.0,1
Cc1ncc(CN2CCCC(C(=O)c3cccc(Cl)c3)C2)s1 (configuration not stated),5,-4,0.6,-0.7,-3,·,-2,-2.5,-6
CC1=C(C(=O)Nc2ccccc2)C(c2ccccc2)N2C(=O)CSC2=N1 (configuration not stated),-11,-4,2.5,-0.1,9,·,0,-3.7,-2
Cc1cc(NC(=O)c2ccc(F)cc2)n(-c2ccccn2)n1,-3,-5,3.2,-0.6,-4,·,3,-0.7,-3
Cc1nc(S(=O)(=O)Nc2ccc3c(c2)OCCO3)cn1C,-2,-1,-0.8,-3.1,-7,-1.1,2,-1.1,?
Cc1nn(-c2ccccc2)c(C)c1NC(=O)Cc1cccs1,11,6,1.3,-1.5,7,0.8,4,-1.0,-2
O=C(Cc1cccs1)Nc1nnc(SCC(=O)N2CCCCC2)s1,-5,-7,0.2,-0.1,-2,-0.9,-5,-3.6,-8
CCC(C)C(=O)Nc1ccc([N+](=O)[O-])cc1OC (configuration not stated),9,-12,1.2,0.1,11,-0.9,3,1.2,0
COc1ccc(C(=O)NCC2CCCCC2)cc1S(=O)(=O)N1CCCC1,-11,0,-1.2,-0.5,1,0.4,-1,-0.2,-2
Cc1ccc(P(=O)(CO)c2ccc(C)cc2)cc1,-6,0,-1.2,-0.7,-4,1.4,4,1.6,-3
CCOc1ccc(NC(=O)CN(C)C(=O)c2cccnc2SC)cc1OCC,5,-9,-3.4,-0.1,0,0.5,2,·,4
CNC(=O)c1cccc(NC(=O)CCCNC(=O)c2ccc(Cl)cc2)c1,-5,-2,-0.1,1.6,2,0.1,-3,-5.9,8
Cc1cccc(NC(=O)CN2C(=O)N/C(=C/c3cc(C)n(-c4ccncc4)c3C)C2=O)c1,8,-15,1.1,-0.6,14,-0.2,-1,11*,-3
O=C(COC(=O)Cc1ccc(Br)cc1)NCc1ccc(F)cc1,-11,-2,-1.2,-1.3,-1,·,2,-6.0,-6
O=C(NCc1ccccc1)c1onc(CS(=O)(=O)c2ccc(Cl)cc2)c1C(=O)NCc1ccccc1,0,2,0.0,-0.4,6,-1.9,-2,-1.9,4
Cc1ccc(CN2CC(C(=O)NCC(=O)Nc3c(C)cccc3C)CC2=O)cc1 (configuration not stated),2,3,0.5,2.7,8,-0.4,4,0.0,3
COc1cccc(C2NC(=O)NC(C)=C2C(=O)Nc2ccc(C)cc2)c1 (configuration not stated),2,5,-2.6,-1.5,12,0.8,-1,-1.2,-8
CC1CC2(C)C(=CC1=O)CCC1C3CCC(C)(O)C3(C)CC3OC312 (configuration not stated),3,4,·,0.1,4,-1.8,-2,-13,-11
Cn1c(=O)c2sccc2n2c(CCCC(=O)NC3CCN(Cc4ccccc4)CC3)nnc12,-5,-2,-1.0,0.6,-4,6.2,2,-2.4,2
Cc1ccc(NC(=O)Cn2cccc2)cc1C,-6,4,2.5,16,2,-0.5,3,-1.8,24
O=C(NCCc1nc(-c2ccc(F)cc2)no1)c1ccc(F)cc1,-7,-3,0.7,-0.2,5,0.0,1,-0.5,-7
N#Cc1cc([N+](=O)[O-])ccc1NC(=O)COC(=O)C1CC2CCCC(C1)C2=O (configuration not stated),-4,-28,0.7,6.4,21,·,2,-2.3,5
COc1ccc(S(=O)(=O)Nc2nnc(CC(C)(C)C)s2)cc1,21,-5,-1.2,-0.4,5,·,-2,-4.8,3
C=CCNC(=O)C1(c2ccccc2)CC1(Cl)Cl (configuration not stated),4,7,-0.2,-0.7,1,-0.1,5,-1.0,-10
CC(=O)c1sc2nc(-c3ccc(C)cc3)c3c(c2c1N)CCCC3,-16,-2,1.0,6.9,8,0.2,14,-3.6,7
O=C(CCn1nnnc1CN1CCOCC1)N1CCC(c2ccccc2Cl)C1 (configuration not stated),-1,2,1.3,-0.1,3,-0.4,0,-0.9,6
c1ccc(-c2cnc(C3CCCCC3)o2)cc1,4,-4,·,0.0,14,1.6,5,1.1,-8
Cc1cccc(N2CCN(C(=O)c3ccccc3OCc3c(C)noc3C)CC2)c1C,6,12,-4.4,-0.5,1,0.1,-1,-0.8,1
O=C(NCC(c1ccco1)N1CCCC1)c1cccc(S(=O)(=O)Nc2ccc(Br)cc2)c1 (configuration not stated),-4,-1,-0.2,2.4,-2,-0.6,0,-4.5,-25
Cc1cc(N2CCN(C)CC2)nc2ccc(NC(=O)c3ccc(Br)o3)cc12,-1,-8,2.3,0.5,8,5.3,2,-2.4,1
COc1ccc(CC(=O)NCC(=O)NCc2cc(=O)n(C)c(=O)n2C)cc1,12,4,1.1,0.5,1,1.0,-1,-2.1,-1
CC(=O)n1cc([C@@H]2C=C(C(=O)N3CCN(Cc4ccc5c(c4)OCO5)CC3)O[C@H](OCc3ccc(CO)cc3)C2)c2ccccc21,-8,1,3.4,0.5,-2,-2.1&-2.7,1,-6.0,4
CC(Sc1nc2ccccc2s1)C(=O)NC1CCCc2ccccc21 (configuration not stated),9,7,·,1.9,2,-0.5,0,0.0,16
Cc1nc2ccc(N3CCN(C)CC3)cc2nc1C,4,5,1.4,0.0,1,·,2,1.3,-2
Cc1ccc(-n2c(C)cc(C3=NNC(=NC4CC4)SC3)c2C)cc1C,10,15,-1.2,0.3,1,·,1,-2.9,-9
CCOc1ccc(NC(=O)C(=O)NCCCn2ccnc2)cc1,6,2,0.2,-0.5,3,-1.8,44*,-0.7,-7
Cc1ccc(C(=O)N/C(=C\c2ccc(-c3ccc(Br)cc3)o2)C(=O)NC2CCS(=O)(=O)C2)cc1 (configuration not stated),-8,-5,1.1,0.1,18,·,15,-2.7,1
CN1OC[C@@H]2COc3ccc4ccccc4c3[C@@H]21,-7,-1,-1.3,-0.2,-9,·,-4,-4.2,1
CCOc1ccc(NC(=O)CN(C)C(=O)Cn2c(=O)oc3ccccc32)cc1OCC,-9,-1,-2.5,-0.1,-4,-1.0,0,-3.3,-6
CCN(CC(O)COc1ccc(OCC(O)CN(CC)C2CCCCC2)cc1)C1CCCCC1 (configuration not stated),10,-6,0.3,-0.3,-5,-1.3,-2,-4.0,4
CN1C(C)(C)c2ccccc2OS1(=O)=O,7,-2,0.9,-0.1,6,-0.5,-2,-0.8,6
COC(=O)c1ccccc1NC(=O)c1ccccc1NS(C)(=O)=O,2,-5,-3.6,0.2,18,-1.4,1,0.8,-1
COc1ccc(C(=O)NC2CCN(C(=S)Nc3ccc(C)c(C)c3)CC2)cc1,-2,1,1.1,-0.4,-5,0.6,1,-0.6,-8
O=C(NCc1ccncc1)C1CCC(=O)N(CCc2ccc(Cl)cc2)C1 (configuration not stated),-4,-9,2.9,0.8,-10,-0.7,-1,-4.0,5
Cc1cccc(C)c1NC(=O)CN(C)C(=O)c1ccccc1Sc1ccccc1C#N,-5,5,1.9,1.8,-3,0.3,-2,·,2

# Looked up above:
# CN1OC[C@@H]2COc3ccc4ccccc4c3[C@@H]21 | PrPC TRFRET = -1
# Cc1ccc(-n2c(C)cc(C3=NNC(=NC4CC4)SC3)c2C)cc1C | FadD28 FP inh = -2.9

# Grouped by structure, those above with an aryl methoxy group
SMILES,CCHFV vOTU inh,PrPC TRFRET,Mtb UGM inh,BoNT A protease,GDH-TPI inh,BioA inh,Mtb FBA inh,FadD28 FP inh,BoNT-F LC inh
CCOC(=O)C1(Cc2cccc(OC)c2)CCCN(Cc2cc(OC)c(O)c(OC)c2)C1 (configuration not stated),-11,3,0.7,-0.9,0,0.0,0,-2.5,1
CCC(C)C(=O)Nc1ccc([N+](=O)[O-])cc1OC (configuration not stated),9,-12,1.2,0.1,11,-0.9,3,1.2,0
COc1ccc(C(=O)NCC2CCCCC2)cc1S(=O)(=O)N1CCCC1,-11,0,-1.2,-0.5,1,0.4,-1,-0.2,-2
COc1cccc(C2NC(=O)NC(C)=C2C(=O)Nc2ccc(C)cc2)c1 (configuration not stated),2,5,-2.6,-1.5,12,0.8,-1,-1.2,-8
COc1ccc(S(=O)(=O)Nc2nnc(CC(C)(C)C)s2)cc1,21,-5,-1.2,-0.4,5,·,-2,-4.8,3
COc1ccc(CC(=O)NCC(=O)NCc2cc(=O)n(C)c(=O)n2C)cc1,12,4,1.1,0.5,1,1.0,-1,-2.1,-1
COc1ccc(C(=O)NC2CCN(C(=S)Nc3ccc(C)c(C)c3)CC2)cc1,-2,1,1.1,-0.4,-5,0.6,1,-0.6,-8
